Screening results deposited in PubChem BioAssay by National Center for Advancing Translational Sciences (NCATS).
TrxR1 inh: qHTS Assay for Inhibitors of Mammalian Selenoprotein Thioredoxin Reductase 1 (TrxR1): qHTS; Thioredoxin reductase 1, cytoplasmic (Rattus norvegicus), O89049; AID 588453, 2011; Potency, µM (doses to about 114 µM), without a hit: at the highest dose activity change, negative = inhibition, actives largely listed as inhibitors; 1% of 390,000 active; recombinant rTrxR1, NADPH fluorescence consumption, selenite substrate; also: potency is read from the fitted curve at half-maximal effect; % is scaled to controls: 0 for no effect and ±100 for the full control effect; nearly all actives have a fitted effect of over 65% in size
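Rat TrxR1 (90 nM in the dispensed reagent) was pre-reduced with 400 uM NADPH for 5 min at room temperature, then incubated with compound for 15 min. After 400 uM selenite was added, NADPH fluorescence (Ex 340/Em 450 nm) was followed for 8 min.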
TRHR ag: qHTS for Small Molecule Agonists and Allosteric Enhancers of Human TRH Receptor: Primary Screen for Agonists. Thyrotropin-releasing hormone receptor (Homo sapiens), P34981. TRHR cells, calcium flux fluo-8, FDSS agonist mode. activation, % at 2 µM. 0.18% of 360,000 active. AID 493084, 2011; in the data active = activation above about 30%; also: 0% is about no effect
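Fluo-8-loaded TRHR cells; 10 s baseline, compound added, kinetic Ca2+ fluorescence read 1/s, agonist mode.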
USP1-UAF1 inh: Inhibitors of USP1/UAF1: Primary Screen; AID 743255, 2014; 0.23% of 390,000 active; recombinant USP1/UAF1, Ub-Rhodamine cleavage fluorescence; Ubiquitin carboxyl-terminal hydrolase 1 (Homo sapiens), O94782; Potency, µM (doses to about 57.1 µM), without a hit: at the highest dose activity change, negative = inhibition, actives largely listed as inhibitors; also: potency is read from the fitted curve at half-maximal effect; % is scaled to controls: 0 for no effect and ±100 for the full control effect; nearly all actives have a fitted effect of over 60% in size; inactives centre near -12
Target sequence (O94782 whole entry, looked up): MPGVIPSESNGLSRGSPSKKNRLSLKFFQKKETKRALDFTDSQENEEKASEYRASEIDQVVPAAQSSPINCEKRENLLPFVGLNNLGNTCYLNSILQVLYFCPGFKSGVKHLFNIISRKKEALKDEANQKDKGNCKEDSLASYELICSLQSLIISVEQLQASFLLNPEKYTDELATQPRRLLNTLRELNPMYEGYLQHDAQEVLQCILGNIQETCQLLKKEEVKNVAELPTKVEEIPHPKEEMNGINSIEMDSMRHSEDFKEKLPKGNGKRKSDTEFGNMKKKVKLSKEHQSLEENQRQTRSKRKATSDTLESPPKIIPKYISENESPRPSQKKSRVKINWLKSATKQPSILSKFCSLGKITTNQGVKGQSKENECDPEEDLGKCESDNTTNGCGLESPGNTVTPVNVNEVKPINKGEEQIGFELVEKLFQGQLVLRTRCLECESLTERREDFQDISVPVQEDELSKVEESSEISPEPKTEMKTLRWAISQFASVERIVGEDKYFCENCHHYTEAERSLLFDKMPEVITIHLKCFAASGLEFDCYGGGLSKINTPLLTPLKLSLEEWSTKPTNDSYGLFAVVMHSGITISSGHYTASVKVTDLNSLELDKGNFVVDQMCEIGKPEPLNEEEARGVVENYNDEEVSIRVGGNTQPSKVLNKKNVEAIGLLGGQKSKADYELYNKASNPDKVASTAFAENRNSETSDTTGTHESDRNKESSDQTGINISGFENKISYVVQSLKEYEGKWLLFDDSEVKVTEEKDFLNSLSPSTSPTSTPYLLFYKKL
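Step one: compound is pinned into 1nM USP1/UAF1 in HEPES pH 7.8 buffer with TCEP. Step two: 15 min room-temperature incubation. Step three: Ub-Rho (150nM final) starts cleavage, tracked by fluorescence over six one-minute reads.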
mIDH1 inhibitor: qHTS for Inhibitors of mutant isocitrate dehydrogenase 1 (IDH1): qHTS; IDH1-R132H enzyme, NADPH consumption, diaphorase/resazurin fluorescence; 0.093% of 390,000 active; Isocitrate dehydrogenase [NADP] cytoplasmic (Homo sapiens), O75874; Potency, µM (titrated, usually from 76.6 µM), inactives show at the top dose activity change, negative = inhibition, hits mostly inhibitors; also: potency is read from the fitted curve at half-maximal effect; % is scaled to controls: 0 for no effect and ±100 for the full control effect; nearly all actives have a fitted effect of over 65% in size
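IDH1-R132H (0.5 ug/mL dispensed) in pH 7.5 Tris buffer was preincubated 30 min with compound, then given a substrate mix of 0.016 mM NADPH and 2 mM alpha-KG for 80 min at room temperature; remaining NADPH was read by diaphorase/resazurin fluorescence.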
TRHR enhancer: qHTS for Small Molecule Agonists and Allosteric Enhancers of Human TRH Receptor: Primary Screen for Enhancers; enhancement, % at 2 µM; Thyrotropin-releasing hormone receptor (Homo sapiens), P34981; AID 493056, 2011; TRHR cells, fluo-8 calcium fluorescence, EC20 TRH enhancement; 0.66% of 360,000 active; in the data active = enhancement above about 30%; also: 0% is about no effect
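Enhancer read-out: after compound pinning and an initial kinetic agonist-mode read, an EC20 of TRH (10 nM final) was injected and fluo-8 calcium signal (Ex 480/Em 530) followed at 1 s/cycle for 100 cycles in TRHR-expressing cells.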
TrxR1 substrate: qHTS Assay for Substrates of Mammalian Selenoprotein Thioredoxin Reductase 1 (TrxR1): qHTS. purified TrxR1 substrate turnover, NADPH consumption readout. AID 588456, 2011. Potency, µM (titrated, usually from 114 µM), for the others: at the highest dose activity change, negative = substrate turnover. 0.01% of 390,000 active. Thioredoxin reductase 1, cytoplasmic (Rattus norvegicus), O89049; also: potency is read from the fitted curve at half-maximal effect; % is scaled to controls: 0 for no effect and ±100 for the full control effect; nearly all actives have a fitted effect of over 50% in size
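Rat TrxR1, dispensed at 90 nM, was prereduced with 400 uM NADPH (final) for 5 min at ~22 deg C, then incubated with compound 15 min before 400 uM selenite. A first-read NADPH fluorescence drop versus no-compound background flagged substrates.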
D2 agonist: HTS Assay for Allosteric Agonists of the Human D2 Dopamine Receptor: Primary Screen for Agonists; HEK293 T-REx D2 cells, calcium flux agonist mode; activation, % at 2 µM; 0.53% of 340,000 active; AID 485358, 2010;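 active = activation over 3 SD above normal in the single-dose calcium agonist read, cut at about 30% in these data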; also: 0% is about no effect
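Tetracycline-induced HEK293 T-REx cells with force-coupled D2 receptor, plated overnight at 30 C, loaded with no-wash calcium dye. After a 10 s baseline, compound was pin-added and calcium flux read kinetically for 180 s; calcium rises flagged agonists.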
D2 antag: HTS Assay for Allosteric Antagonists of the Human D2 Dopamine Receptor: Primary Screen for Antagonists | 2% of 340,000 active | inhibition, % at 10 µM | AID 485344, 2010 | D(2) dopamine receptor (Homo sapiens), P14416 | HEK293 TREx D2 cells, calcium flux, dopamine EC80; in the data active = inhibition above about 30%; also: 0% is about no effect
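Measurement of antagonist activity uses fluorescent calcium dye in inducible HEK293 T-REx D2 cells: 10 s baseline, compound addition with 180 s read, EC80 dopamine addition with a further 180 s read.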
Pin1 inhibitor: qHTS Assay to Find Inhibitors of Pin1 | Peptidyl-prolyl cis-trans isomerase NIMA-interacting 1 (Homo sapiens), Q13526 | Pin1 FP peptide displacement, HiFluor488, 10 min | Potency, µM (highest dose often 115 µM), for the others: at the highest dose activity, negative = inhibition, most hits filed as inhibitors | 0.009% of 390,000 active | AID 504891, 2011; active = well fitted inhibition curve with a large enough effect in the polarisation, with a control signal flat, not every such curve was filed as active; inconclusive = small, poorly fitted or top-dose-only effect, or effect the other way, or a change in a side signal; inactive = no such curve, though single readings can be large or run the other way; the % refers to the polarisation; also: potency is read from the fitted curve at half-maximal effect; % is scaled to controls: 0 for no effect and ±100 for the full control effect
Target sequence (Q13526 whole entry, looked up): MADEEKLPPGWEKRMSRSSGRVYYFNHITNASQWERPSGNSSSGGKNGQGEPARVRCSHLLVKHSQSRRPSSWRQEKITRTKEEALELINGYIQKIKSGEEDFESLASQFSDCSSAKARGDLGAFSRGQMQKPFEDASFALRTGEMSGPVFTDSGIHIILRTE
* marks the source's active call; other numbers are inactive results; ? = inconclusive; . = not tested or not shown; [ ] = dose if it differs, or a comment. Unless noted, calls follow the shape of the dose curve; as a rule, active = well fitted inhibition curve with a large enough effect; inconclusive = small, poorly fitted or top-dose-only effect; inactive = no such curve, though single readings can be large or run the other way. Some of the compounds tested. The share of hits here may be higher or lower than overall.

Compound,TRHR enhancer,TRHR ag,USP1-UAF1 inh,D2 agonist,TrxR1 substrate,mIDH1 inhibitor,TrxR1 inh,D2 antag,Pin1 inhibitor
Cc1ccc2c(c1)N(N=O)CCC2,-3,0.1,-12%,.,-7%,2%,-8%,.,3%
CCN(CC)C(=O)c1ccc(NC(=O)Cn2nc(C)c3ccccc3c2=O)cc1,4,0.3,-5%,.,5%,4%,21%,.,5%
COc1ccc2c(c1)CCc1c(C(=O)Nc3c(C)nn(Cc4ccccc4C)c3C)noc1-2,-11,1.3,-37%,0.8,-11%,-2%,-22%,.,41%[activator]
CC(C)=CCOc1c2occc2cc2ccc(=O)oc12,1,0.1,-22%,-1.1,-3%[57.1 µM],27%,-10%[57.1 µM],-3,-12%
S=c1[nH]nc(-c2cccs2)n1C1CCCCC1,-1,-0.3,9%,-2.5,11%[57.1 µM],-2%,?,-5,2%
C(=NC12CN3CN(CN(C3)C1)C2)c1cccs1,10,0.4,-2%,0.6,6%,-4%,21%,-13,-9%
CCOc1cc2c(cc1OCC)-n1cccc1C(c1cccc([N+](=O)[O-])c1)NC2 (stereo not given),1,-0.5,-16%,0.0,-8%,-5%,-2%,-11,14%
CC(CO)(CO)N=Cc1c(O)n(-c2cccc3ccccc23)c(=O)[nH]c1=O,-3,0.3,-16%,1.5,5%,2%,16%,-8,19%
NC(=O)c1cc(N2CC2)c([N+](=O)[O-])cc1[N+](=O)[O-],.,.,-2%,.,3%[57.1 µM],-15%,6%[57.1 µM],.,1%
CNCC1(c2ccccc2)CCCC1,1,0.1,-20%,0.3,5%,7%,13%,-33,0%

Continued, starting with the last two of the part before.
Compound,TRHR enhancer,TRHR ag,USP1-UAF1 inh,D2 agonist,TrxR1 substrate,mIDH1 inhibitor,TrxR1 inh,D2 antag,Pin1 inhibitor
NC(=O)c1cc(N2CC2)c([N+](=O)[O-])cc1[N+](=O)[O-],.,.,-2%,.,3%[57.1 µM],-15%,6%[57.1 µM],.,1%
CNCC1(c2ccccc2)CCCC1,1,0.1,-20%,0.3,5%,7%,13%,-33,0%
COC(=O)C1C=C2c3cccc4[nH]cc(c34)CC2N(C)C1 (stereo not given),-2,1.1,.,79*,.,.,.,62*,.
COC(=O)C1=C(c2ccc(OC)c(OC)c2)C[C@@H]2CC[C@H]1N2C(=O)NCc1cc(C)oc1C(F)(F)F,-8,0.1,-21%,-1.0,2%,-3%,5%,-14,-6%
CC1(C)CC(n2[nH]c(=O)c3c2NC(=O)CSC3c2ccccc2)CCO1 (stereo not given),23,-0.2,-16%,1.6,4%,2%,19%[57.1 µM],8,-13%
COc1ccc(CN2CCN(C(=O)Cc3ccccc3)CC2)c(OC)c1,-4,0.0,-24%,2.1,-4%,1%,-5%,-8,5%
Brc1ccc(-[n+]2c(-c3ccccc3)cc(-c3ccccc3)cc2-c2ccccc2)cc1,1,0.2,-7%,4.2,9%,3%[38.3 µM],27%,8,2%
C/C(=N\N(C)c1ccccc1)c1c(O)[nH]c(=O)[nH]c1=O,-6,-0.4,-5%,-1.6,-1%,-5%,4%,-24,0%
O=C1NC(=S)N(c2ccccc2)C(=O)C1C(c1ccncc1)C1C(=O)NC(=S)N(c2ccccc2)C1=O (stereo not given),-8,0.2,-7%,1.1,5%[57.1 µM],-4%,-11%[57.1 µM],1,-5%
CC1CCN(c2nc(-c3ccc(F)cc3)cc(C(F)(F)F)n2)CC1,-11,1.6,-24%,0.6,26%[57.1 µM],-1%,82%[activator][57.1 µM],0,-1%
CCN(CC)c1ccc(C=C2C(=O)N(C)C(=S)N(C)C2=O)o1,1,0.3,-15%,7.6,-16%,2%,-26%,3,?
CSc1ccc(CNC2CN3CCC2CC3)cc1 (stereo not given),-1,-0.1,-7%,0.9,12%,2%,21%,-2,-6%
CCCCn1c(O)c(C(CC)=Nc2ccc(C(=O)O)cc2)c(=O)[nH]c1=O,-9,0.8,-5%,0.6,8%[57.1 µM],1%,16%[57.1 µM],-23,-4%
CC12CCC3C(CCC4CC(=O)C(C(O)C(F)(F)F)CC43C)C1CCC2O (stereo not given),.,.,-7%,.,-1%,-1%,-8%,.,-7%
COc1ccc(-n2c(-c3ccccc3Br)nc3ccccc3c2=O)cc1,48*,0.4,-3%,0.7,-5%,-2%,2%,-1,4%
COc1ccc(O)c(CN2CCCC(C(=O)c3sccc3C)C2)c1 (stereo not given),-4,-2.0,-2%,-1.7,-3%[57.1 µM],1%,12%[57.1 µM],-12,0%
COC(=O)C(c1ccccc1)N1CCCCCC1 (stereo not given),17,-0.4,-12%,0.2,-4%[57.1 µM],0%,18%[57.1 µM],-13,-7%
CCc1nn(CC(=O)N2CCC3(CC2)OCCO3)c(=O)c2cccn12,13,1.1,-5%,0.0,-1%,-7%,15%,-10,-2%
Fc1ccc2c(c1)nnn2C1CCN(Cc2nnnn2C2CCCCC2)CC1,-7,-0.4,-21%,-0.2,3%,4%,7%,4,-4%
NC(=O)c1c(Br)n(C2OC(CO)C(O)C2O)c2ncnc(N)c12 (stereo not given),.,.,2%,.,5%[57.1 µM],9%,-6%[11.4 µM],.,2%
N#CC1(c2ccccc2)CCN(C2CC(=O)N(c3ccc4c(c3)OCO4)C2=O)CC1 (stereo not given),1,0.1,-20%,0.2,5%,2%,71µM*,7,4%
Cc1ccccc1-n1c(/C=C/c2ccc(O)cc2)nc2ccccc2c1=O,6,3.7,-26%,1.2,-8%,1%,-16%,.,33%[activator]
CCOc1cc(CNCCc2ccccc2F)ccc1OC,17,0.5,-19%,1.0,-1%,-4%,0%,0,-4%
CC(=O)C1CCC2C3CCC4CC(O)CCC4(C)C3C(=O)CC12C (stereo not given),.,.,-16%,.,-8%,1%,.,.,4%
COc1cc2c3cc1Oc1c(OC)c(OC)cc4c1[C@H](Cc1ccc(cc1)Oc1cc(ccc1O)C[C@H]3N(C)CC2)N(C)CC4,.,.,?,.,6%,1%,17%,.,-2%
CN1CCc2nc(SCc3cccc(Br)c3)c(C#N)cc2C1,-7,0.3,-6%,1.7,13%[57.1 µM],1%,-3%[57.1 µM],2,4%
OC(CNCc1ccccc1)c1ccc(Cl)cc1 (stereo not given),.,.,-12%,.,6%[2.29 µM],-1%,12%[2.29 µM],.,0%
Cc1cccc(N2C(=O)CC(=O)NC2=O)c1,4,0.8,-4%,0.1,2%,5%,?,3,25%
Nc1cc(Cl)cc(Cl)c1,-12,0.3,-30%,0.2,2%,-6%,11%,0,-10%
CCCCc1ccc(NC2=NCCCS2)cc1,9,-0.8,-3%,0.0,2%,5%,11%,9,3%
CN1CCN(c2nc3ccccc3o2)CC1,-10,-0.3,-25%,0.8,8%,10%,21%,-17,1%
N=C1c2ccccc2CN1c1cccc([N+](=O)[O-])c1,1,0.3,-16%,0.5,12%[57.1 µM],8%,10%[57.1 µM],6,-13%
CCCCCCCSc1cc(OC)c(CCNC)cc1OC,-2,1.2,-6%,.,4%[57.1 µM],2%,-6%[57.1 µM],.,4%
C[N+](C)(N)CCOC(=O)C(O)(c1ccccc1)C1CCCCC1 (stereo not given),.,.,5%,.,-5%[57.1 µM],3%,-1%[57.1 µM],.,-13%
CCCCC(=O)N/N=C/c1c(O)n(CCC2=CCCCC2)c(=O)[nH]c1=O,5,-0.1,-6%,-0.5,-15%,4%,-23%,8,13%
CC(=O)O[C@@H]1/C=C/[C@](C)(O)C[C@@H](C)C/C=C/[C@H]2[C@H](O)[C@@](C)(O)[C@@H](C)[C@H]3[C@H](Cc4ccccc4)NC(=O)[C@@]312,.,.,-24%,.,6%,2%,5%,.,-24%
CCOC(=O)CNC(=S)N1CC2C[C@@H](C1)Cn1c2cccc1=O,0,1.1,-9%,1.1,-6%,0%,-6%,3,-4%
COc1ccccc1N1CCN(Cc2ccccc2Cl)CC1,0,-1.0,2%,3.9,2%[57.1 µM],8%,-3%[57.1 µM],79*,-5%
CN(C)C1(c2nnnn2-c2ccc(Cl)cc2)CCCCC1,0,0.2,10%,-0.1,0%,8%,23%,-5,-6%
CN1CCN(c2nc(N)cc(=O)[nH]2)CC1,6,1.6,-18%,-1.5,-1%[2.29 µM],-13%,42%[activator][57.1 µM],-7,3%
COc1ccccc1Oc1c(C)oc2cc(OC(=O)N(C)C)ccc2c1=O,3,-0.3,-16%,.,3%,-5%,27%,.,0%
COC(=O)C1=C(c2ccc(OC)c(OC)c2)C[C@@H]2CC[C@H]1N2C(=O)NCCOc1ccc(OC)cc1,-2,0.1,-27%,-0.2,-1%,15%,3%,0,-1%
